Compound activity from PubChem BioAssay.
zVAD death inh = L929 zVAD cell death inhibition | L929 zVAD necroptosis rescue, ATP luminescence, 24 h; with zVAD 60 µM | viability rescue, % at 10 µM | hit rate 0.38% among 220,000;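 active = activation, scaled between plate controls, above about 75%, limit read from the data; inactive = activation under that limit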;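 note: 0% = zVAD with DMSO and 100% = DMSO alone without zVAD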
TNF death inh = inhibitors of TNF-alpha induced necroptosis in Jurkat FADD-/- cells. hit rate 0.068% among 220,000. activation (protection from cell death), % at 10 µM. AID 463075. Jurkat FADD-/- TNF necroptosis rescue, ATP luminescence, 24 h; 0 = TNF only, 100 = no-TNF cells;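 active = activation, meaning protection from cell death, of at least 50% relative to plate controls; inactive = activation below 50%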;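 note: necroptosis triggered by 40 ng/mL TNF-alpha added together with compound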
MDM2 E3 inh = Mdm2 E3 ligase (human) inhibition; hit rate 0.11% among 210,000; AID 1230; Q00987; signal enhancement, % at 5 µM; cell-based MDM2 ubiquitination luciferase reporter, 2 h; 0 = plate control, 100 = twice control, blank-subtracted;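 active = signal enhancement of 30% or more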;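 note: luminescence tracks abundance of the self-degrading MDM2-luciferase fusion protein; higher signal means inhibition of MDM2 E3 ligase activity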
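Test system: mammalian cells stably expressing self-ubiquitinating, self-degrading MDM2 E3–luciferase fusion; Amount: 2000 cells in each well; Medium: DMEM; Schedule: 4 h settle plus 2 h compound, 37 °C; Technique: SteadyLite luciferase luminescence after 15 min room-temperature reagent incubation; Benchmarks: plate control and blank wells.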
eIF4E-4G inh = inhibitors of eIF4E and eIF4G interaction in translation initiation; TR-FRET eIF4E-eIF4GI(517-606) binding, 2 h; AID 782; hit rate 0.37% among 220,000; P63073+Q04637; inhibition, % at 21.7 µM;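 active = inhibition above about 30%, limit read from the data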;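 note: 0% = full FRET control wells and 100% = background wells lacking eIF4GI fragment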
Calpain2 inh = inhibitors of pig calpain II; hit rate 0.37% among 220,000; AID 1236; purified calpain II, fluorogenic peptide substrate, 30 min; inhibition, % at 16 µM;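 active = inhibition above about 50%, limit read from the data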
PERK inh = human PERK inhibition, primary cell-based screen; CHO PERK-DD fusion, SEAP luminescence translation reporter; inhibition, % at 5.6 µM; Q9NZJ5; hit rate 0.17% among 220,000;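 active = inhibition above the mean inhibition of all tested compounds plus 3 SD, set separately per screening campaign, cut at about 2.9% in these data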;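 note: PERK kinase domain activated by AP20187 dimerizer at 100 nM; 0% = DMSO with dimerizer and 100% = rapamycin at 8.4 µM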
Target sequence (Q9NZJ5 whole entry, looked up, the tested form may be a part): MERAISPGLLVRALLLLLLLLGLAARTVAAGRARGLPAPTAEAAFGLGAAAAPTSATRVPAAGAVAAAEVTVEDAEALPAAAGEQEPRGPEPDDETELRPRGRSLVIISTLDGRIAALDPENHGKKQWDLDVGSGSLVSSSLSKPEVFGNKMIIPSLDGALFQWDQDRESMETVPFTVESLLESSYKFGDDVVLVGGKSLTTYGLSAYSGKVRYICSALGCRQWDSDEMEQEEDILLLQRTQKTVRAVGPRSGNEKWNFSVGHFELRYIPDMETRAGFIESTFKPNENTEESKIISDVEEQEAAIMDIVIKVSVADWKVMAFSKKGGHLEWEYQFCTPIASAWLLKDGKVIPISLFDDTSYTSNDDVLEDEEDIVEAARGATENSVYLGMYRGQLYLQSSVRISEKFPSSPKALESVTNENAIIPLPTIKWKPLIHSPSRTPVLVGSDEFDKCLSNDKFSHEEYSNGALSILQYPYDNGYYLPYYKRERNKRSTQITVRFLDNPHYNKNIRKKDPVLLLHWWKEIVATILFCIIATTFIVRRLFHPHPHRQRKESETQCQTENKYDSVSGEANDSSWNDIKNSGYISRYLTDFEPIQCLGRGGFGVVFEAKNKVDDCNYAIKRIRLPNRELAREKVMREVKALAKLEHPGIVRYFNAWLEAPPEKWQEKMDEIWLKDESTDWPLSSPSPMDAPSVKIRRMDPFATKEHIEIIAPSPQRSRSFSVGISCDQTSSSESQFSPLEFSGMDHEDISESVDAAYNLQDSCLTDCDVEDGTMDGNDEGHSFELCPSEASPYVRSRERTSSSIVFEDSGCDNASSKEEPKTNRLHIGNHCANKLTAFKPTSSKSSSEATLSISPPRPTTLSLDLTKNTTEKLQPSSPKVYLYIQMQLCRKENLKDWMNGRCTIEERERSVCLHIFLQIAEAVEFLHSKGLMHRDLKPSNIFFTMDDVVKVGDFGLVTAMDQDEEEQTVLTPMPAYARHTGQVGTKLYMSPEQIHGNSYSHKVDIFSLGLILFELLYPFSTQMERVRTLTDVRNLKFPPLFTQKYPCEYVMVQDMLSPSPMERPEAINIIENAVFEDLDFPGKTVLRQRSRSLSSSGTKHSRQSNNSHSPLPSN
Rad51 HR inh = blocks human Rad51 in homologous recombination; Q06609; hRad51 DNA strand exchange, fluorescence dequenching; inhibition, % at 10 µM; hit rate 0.085% among 200,000; AID 1385;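 active = inhibition above 40% at the single screening dose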;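 note: 0% = DMSO control wells and 100% = blanks with heterologous ssDNA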
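System: human Rad51 nucleoprotein filaments preassembled on unlabelled ssDNA. Reagent: labelled 47-mer dsDNA for strand exchange. Schedule: 30-min compound preincubation and 15-min exchange, both room temperature. Measured by: FRET fluorescence dequenching, excitation 485 nm, emission 520 nm. Read-out: Fluorescence-based percent inhibition, control- and blank-normalised. Benchmarks: plate controls and plate blanks.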
EBV gp42 inh = EBV gp42 inhibition; hit rate 0.42% among 220,000; AID 1085; inhibition, % (tested at 21.74 µM); Fluorescence polarization binding assay, mP read-out; in the data active = inhibition above about 50%
Cl transport mod = modulates chloride dependent transport by human KCC2. Q9H2X9. KCC2 cells, thallium flux FluoZin-2 fluorescence. B-score of Tl+ flux slope (higher = more flux/activation; lower = inhibition) at 10 µM. hit rate 2.2% among 190,000;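 active = thallium flux slope and its plate-corrected score both differing from the plate sample mean at a set confidence after two filtering rounds, in either direction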;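 note: slope of fluorescence scaled to starting intensity during 10 to 20 s after thallium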
* = called active by the depositor; i = inactive; · = no result given; [ ] = another dose, or the depositor's remark.

SMILES	zVAD death inh	TNF death inh	MDM2 E3 inh	eIF4E-4G inh	Calpain2 inh	PERK inh	Rad51 HR inh	EBV gp42 inh	Cl transport mod
COCCCNC(=O)CCn1c(=O)c2ccccc2n(CC(=O)Nc2cc(Cl)ccc2C)c1=O	0.4	1.8	3	-9[fluorescence artefact?]	-48	1.1	2	-7	·
CCOC(=O)Nc1ccc(NC(=O)OCC)cc1	0.2	1.1	-17	6[fluorescence artefact?]	23	-0.8	3	6	0.054
Cc1cccc(C)c1NC(=O)/C(C#N)=C/c1cccs1	-0.4	-0.1	1	8	12	-0.2	-5	-38	0.2
COCCOC(=O)C1=C(C)NC2=C(C(=O)CC(c3cccs3)C2)C1c1ccsc1 (centres undefined)	-0.4	-3.7	-1	10	-214	-0.7	-13	0	-1.2
N#Cc1cc(N2CCCCC2)c([N+](=O)[O-])cc1C#N	0.1	1.0	19	6[fluorescence artefact?]	-4	0.1	5	8	0.3
N=C(c1ccc([N+](=O)[O-])cc1)N1CCCCCC1	0.3	0.3	-8	-1	-26	2.1	8	-9	0.28
COc1ccc(C2C(C(N)=O)=C(C)Nc3ncnn32)cc1 (centres undefined)	0.0	-2.4	-2	0	8	1.1	-13	3	0.43
CSc1nc(C)c(CCOC(=O)c2cccc(Cl)c2)c(=O)[nH]1	0.0	-4.0	-15	9	10	0.4	-3	-23	·
O=C(Cc1cccs1)Nc1ccc(N2CCOCC2)cc1	0.2	1.0	-11	8[fluorescence artefact?]	-26	0.2	-10	-6	-0.34
COC(=O)Cc1ccc(NC(=O)c2ccccc2Cl)cc1	4.0	0.8	-9	-2	6	1.0	5	7	-0.22
C=C(C)CNC(=S)N/N=C/c1ccccc1OCC(=O)O	2.2	0.8	-12	4	8	0.2	-3	-17	-1.4
CS(=O)(=O)n1nc(-c2cccnc2)nc1NCc1ccccc1	0.4	0.7	-16	1	14	-0.9	-9	-2	-0.083
O=C(NCc1ccccc1)OCCN1CCN(Cc2ccccc2)CCC1=O	0.9	0.8	·	3	19	-0.3	-7	5	-1
Cc1ccc(-c2nnn(CC(=O)N(C)C3CCCCC3)n2)o1	1.2	1.5	-8	-5	-23	1.5	17	2	-0.006
CCCCC(=O)NNC(=S)NC(=O)c1cccc([N+](=O)[O-])c1	0.1	-2.6	12	1	-8	2.8	5	-7	·
CCC1(CC)NC(=O)N(CC(=O)OCC(=O)Nc2cc(C)ccc2C)C1=O	0.6	0.3	-5	-2	-6	0.1	-9	-11	-0.56
CCN(CC)S(=O)(=O)c1ccc2c(c1)N(CC(=O)NCc1ccco1)C(=O)CO2	0.5	1.5	-26	2	17	0.3	-27	-14	-0.064
COc1ccc(Cc2nc(-c3ccc(-n4cccc4)cc3)no2)cc1OC	-0.5	-6.7	-13	-3	-17	-0.9	2	-5	0.25
C=C(C)Cn1c(-c2cccc([N+](=O)[O-])c2)n[nH]c1=S	3.9	0.8	-11	1	-31	-0.3	6	0	-0.3
O=C(N/N=C/c1ccccn1)C(=O)N1CCCCCC1	-0.3	2.3	-3	1	-1	1.2	·	-21	-0.0044
CCN(CC)c1ccc(/C=N/NC(=O)c2ccoc2C)cc1	4.7	-3.2	-55	6	-112	-0.2	8	-13	0.0036
O=C(c1ccc(Cl)cc1)[C@@H]1[C@@H]2C(=O)N(c3ccc(Cl)cc3)C(=O)[C@@H]2C2c3ccccc3C=NN21 (some centres undefined)	1.1	2.0	-3	-1[fluorescence artefact?]	-19	-0.2	5	-9	0.78
COc1cccc(-c2nn(-c3ccccc3)cc2C(=O)n2nnc3ccccc32)c1	-1.0	-4.3	-12	-15	-135	-0.1	4	-8	0.44
CCN1C(=O)C2(/C(=C(\O)c3ccc4c(c3)OCCO4)C(=O)C(=O)N2CCCOC)c2ccccc21 (centres undefined)	1.9	0.8	16	2[fluorescence artefact?]	-8	0.5	0	-6	·
O=C(COc1ccc(Br)cc1)N/N=C1\SCC(=O)N1c1ccc(F)cc1	0.5	3.2	·	-4[fluorescence artefact?]	1	0.6	·	-27	-0.82

Laid out differently: results already given.
O=C(N/N=C/c1ccccn1)C(=O)N1CCCCCC1
  zVAD death inh: -0.3
  TNF death inh: 2.3
  MDM2 E3 inh: -3
  eIF4E-4G inh: 1
  Calpain2 inh: -1
  PERK inh: 1.2
  Rad51 HR inh: ·
  EBV gp42 inh: -21
  Cl transport mod: -0.0044

CCN(CC)c1ccc(/C=N/NC(=O)c2ccoc2C)cc1
  zVAD death inh: 4.7
  TNF death inh: -3.2
  MDM2 E3 inh: -55
  eIF4E-4G inh: 6
  Calpain2 inh: -112
  PERK inh: -0.2
  Rad51 HR inh: 8
  EBV gp42 inh: -13
  Cl transport mod: 0.0036

Remaining list, next part:
SMILES	zVAD death inh	TNF death inh	MDM2 E3 inh	eIF4E-4G inh	Calpain2 inh	PERK inh	Rad51 HR inh	EBV gp42 inh	Cl transport mod
Cc1ccc(C(=O)NNc2ncnc3ccccc23)cc1	0.7	-0.5	-11	1	-7	0.4	-3	-1	0.38
Cc1nn(C(=O)CNS(=O)(=O)c2ccccc2)c(C)c1Sc1ccc(Cl)cc1	1.1	3.1	-4	-1	21	0.8	2	-8	0.12
O=[N+]([O-])c1cccc(/C=N/Nc2nc(NCc3ccccc3)nc(N3CCOCC3)n2)c1	1.0	1.2	-10	3	4	-0.1	-4	-23	0.46
COc1cc(C(=O)N2CCC(c3nc(-c4cccnc4)no3)CC2)cc(OC)c1OC	0.0	0.7	-14	4[fluorescence artefact?]	27	-1.7	-5	13	-0.44
CCOc1cc(C(=O)Nc2cc(C)ccn2)cc(OCC)c1OCC	-0.2	2.8	5	·	5	-0.4	5	-19	0.48
CCOc1ccc(Oc2ccc(Cl)cc2NC(=O)CCNC(C)=O)cc1	-0.7	-0.9	-10	-2	-17	-0.2	4	14	0.26
c1ccc(-c2nc(N3CCNCC3)nc3ccccc23)cc1	-0.5	-6.7	-11	0	i	-1.7	-4	-23	-0.12
CCOC(=O)C(NC(=O)c1ccccc1)(Nc1cccc(C)n1)C(F)(F)F (centres undefined)	0.9	-0.6	-2	-2	-7	1.7	9	8	-1
O=C(Oc1cccc(NC(=O)c2ccccc2Cl)c1)c1ccc([N+](=O)[O-])cc1	-0.2	-4.8	-13	4	-13	0.5	-6	-17	·
COC(=O)c1ccccc1NC(=O)C1CCCN(S(C)(=O)=O)C1 (centres undefined)	-0.3	-1.4	1	2	-38	-0.5	0	-8	0.48
COc1ccc(-c2[nH]c(-c3ccc4c(c3)OCO4)nc2-c2ccccc2)cc1	0.4	-10	-6	-3	-397	-1.4	-1	-7	·
O=C(NCCCn1ccnc1)C(=O)NCC1OCCN1S(=O)(=O)c1ccc(Br)cc1 (centres undefined)	19	-1.6	14	-2	-23	0.5	3	-18	0.96
O=C(COC(=O)c1cccc(NS(=O)(=O)c2ccc(F)c(F)c2)c1)NC(=O)NC1CCCC1	1.6	0.7	-8	-1	-21	0.2	-1	-13	-2.6
CN(c1cc(=O)n2ccccc2n1)C1CCCCC1	0.4	-2.4	-13	0	-34	-0.2	-11	-21	·
Cn1nnnc1SCC(=O)Nc1ccc2c(c1)OCCO2	-1.1	3.4	-14	-7	19	0.6	-7	-1	0.82
CCc1nc2sc3ccccc3c(=O)c2c(=O)n1Cc1ccc(OC)cc1	2.5	4.2	2	0	3	-1.4	·	-7	0.63
COc1ccc(C(=O)COC(=O)CNC(=O)c2ccc(OC)cc2)cc1	0.2	-0.4	-20	0	9	-0.4	5	6	0.002
Cc1c(NC(=O)CSc2cccc3cccnc23)c(=O)n(-c2ccccc2)n1C	-0.5	-8.4	-13	1	-5	-0.5	2	-2	4.9*
N#CC1=C2SCN(Cc3ccccc3)CN2C(=O)CC1c1ccccc1F (centres undefined)	-0.1	-0.2	-30	-2	-10	-0.1	5	-17	-1.5
CC(C)c1cccc(C(C)C)c1NC(=O)COC(=O)[C@H](C)NC(N)=O	0.9	0.1	-12	4	-7	0.7	-1	-3	·
Cc1ccc(C(=O)NCCc2cccs2)cc1	1.4	1.7	-86	0	-4	-0.1	-3	-8	2.4
Cc1cc(C)nc(Nc2n[nH]c(Cc3ccccc3)n2)n1	0.0	-0.8	·	2	17	-0.1	0	-10	0.45
CCCc1cc(=O)[nH]c(SCC(=O)c2ccc3c(c2)OCCO3)n1	0.7	1.6	-10	-2	14	-0.8	2	4	-0.37
CC(=O)Nc1cc(C(=O)NCc2ccco2)ccc1Sc1ccc(C)cc1	2.0	1.4	-5	-2[fluorescence artefact?]	18	-0.5	-5	6	-0.56
CCc1ccc(C2C(C#N)=C(N)Oc3n[nH]c(CC(=O)OC)c32)cc1 (centres undefined)	0.5	-1.9	4	4[fluorescence artefact?]	-14	-0.1	-4	-22	-0.026

Next entries follow:
SMILES	zVAD death inh	TNF death inh	MDM2 E3 inh	eIF4E-4G inh	Calpain2 inh	PERK inh	Rad51 HR inh	EBV gp42 inh	Cl transport mod
O=C(Cc1ccccc1)Nc1ccc(C(=O)O)cc1	-0.4	-1.0	-11	8	-13	0.0	-5	-20	1.5
CCOc1ccc(OCCCCn2cnc3ccccc3c2=O)cc1	1.1	0.5	3	-1	8	-0.1	3	-5	0.12
Cc1ccc(Oc2nc(-c3ccccn3)nc3ccccc23)cc1	1.9	-7.5	-2	0	1	-0.4	-6	-7	-1.4
CCOC(=O)C1(Cc2ccccc2)CCN(Cc2cccc3nccnc23)CC1	-1.2	1.8	-6	-1	-18	0.2	8	4	-0.68
CCCCc1n[nH]c2c1/C(=N/O)CC(c1ccccc1)C2 (centres undefined)	4.6	-1.2	6	4	-6	-0.8	10	-9	·
CCc1c(C)nc2ncnn2c1N1CCC(C(=O)NCc2cccs2)CC1	-0.3	0.1	-10	2	26	-1.0	-8	7	-0.63
CC(C)(C)NC(=O)C(c1ccc(F)cc1)N(Cc1cccs1)C(=O)c1ccc(CN2CCOCC2)o1 (centres undefined)	-0.4	-0.2	-8	1	-20	-0.7	-6	-6	-0.13
COC(=O)c1nnn(-c2nonc2N)c1-c1cccs1	1.9	1.5	-16	-8	12	2.0	3	-3	·
Cc1ccc(N(Cc2cc3cc(C)ccc3[nH]c2=O)C(=O)c2cccs2)cc1	0.5	1.0	17	5	13	0.9	-9	-7	1.4
O=C(O)c1ccc(F)c(S(=O)(=O)Nc2ccccc2)c1	3.1	1.2	-11	8[fluorescence artefact?]	-15	2.0	-5	-2	·
COc1ccc(CC(=O)NCCN2CCCC2)cc1	-0.3	-1.3	-13	-9	-16	-0.1	-5	-16	0.015
Cc1ccc(-c2nc(-c3nccc4ccccc34)oc2-c2ccccc2)cc1	0.4	-0.7	·	-4	-71	1.2	·	-4	0.23
CCOC(=O)c1ccc(CSc2nncn2N)o1	0.7	0.4	-3	-2	4	-0.3	-3	-26	0.051
Brc1ccc(-c2csc(Nc3nc(-c4ccc(Br)cc4)cs3)n2)cc1	-0.7	-1.1	-13	-5	-43	-1.4	20	-3	19*
CCOc1cc(NC(=O)c2ccco2)c(OCC)cc1NC(=O)COc1ccccc1	0.3	-4.1	8	·	-279	0.3	-4	-11	·
COc1ccccc1OCCC(=O)OCC(=O)NC(=O)NC(C)(C)C	1.0	-0.9	3	-5[fluorescence artefact?]	-11	0.8	-3	-24	-0.025
CC1=C(C(=O)OC2CCCCCCC2)C(c2cccc(O)c2)NC(=O)N1 (centres undefined)	-0.2	-1.1	4	0	-16	-0.1	-14	11	·
